Compound activity: PubChem BioAssay, Sanford-Burnham Center for Chemical Genomics
VHR inh color = blocks the human dual specificity phosphatase VHR1; P51452; recombinant VHR phosphatase, colorimetric substrate read-out; inhibition, % at 20 µM; 0.7% of 50,000 active; in the data active means inhibition above about 60%; further: some results filed as inactive read as strong as hits
Target sequence (P51452 whole entry, looked up): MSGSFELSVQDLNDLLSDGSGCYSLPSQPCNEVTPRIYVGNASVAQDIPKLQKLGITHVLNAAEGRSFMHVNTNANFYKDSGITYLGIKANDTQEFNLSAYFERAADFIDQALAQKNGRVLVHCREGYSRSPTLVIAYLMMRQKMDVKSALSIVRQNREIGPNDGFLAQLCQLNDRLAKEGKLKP
* hit, by the source's call. Only part of the results is shown. The share of hits here may be higher or lower than overall.

Molecule	VHR inh color
COc1ccc(C2C(C#N)=C(N)Oc3c2sc2ccccc32)c2ccccc12 (centres undefined)	42.1
C=CCN1C(=O)/C(=C\c2ccccc2I)C(=O)NC1=S	19.4
CCOc1ccccc1NC(=O)CN(Cc1ccccc1)S(=O)(=O)c1ccccc1	-28.2
Cc1ccc(F)c(NC(=O)C2CC(=O)N(c3ccc(Cl)cc3)C2)c1 (centres undefined)	-14.3
CC1(C)CC(N=C(c2ccccc2)c2ccc(O)cc2O)CC(C)(C)N1	82.6
CCOC(=O)C1=C(C)N=c2s/c(=C\c3cccc(OC)c3O)c(=O)n2C1c1ccccc1 (centres undefined)	4.3
CCOc1ccc(N(CC(=O)NCCCOC)S(C)(=O)=O)cc1	-22.4
O=C(NC1CCSC1=O)c1ccc(-c2ccccc2)cc1 (centres undefined)	4.9
CC1CC(Nc2ccccc2)c2ccccc2N1C(=O)COc1ccc(Cl)cc1 (centres undefined)	19.4
COc1cccc(/C=C2/C=C(c3ccc(C)cc3)OC2=O)c1OC(C)=O	15.9

Structural class, the entries above containing a Cl atom
Molecule	VHR inh color
Cc1ccc(F)c(NC(=O)C2CC(=O)N(c3ccc(Cl)cc3)C2)c1 (centres undefined)	-14.3
CC1CC(Nc2ccccc2)c2ccccc2N1C(=O)COc1ccc(Cl)cc1 (centres undefined)	19.4

Other structures follow.
Molecule	VHR inh color
NS(=O)(=O)c1cccc(C(=O)Nc2ccccc2)c1	-0.7
CCN(CC)C(=O)c1sc(NC(=O)c2ccc(OC)cc2)c(C(=O)OC)c1C	21.8
CCCC(=O)Nc1cccc(NC(=O)COc2ccccc2C)c1	-15.6
CCOC(=O)C1=C(C)N=C2SCC(=O)N2C1c1ccc(F)cc1 (centres undefined)	-26.9
COc1cc(/C=C2/N=C(c3ccccc3)OC2=O)cc(Cl)c1OC(C)=O	1.6
COc1ccc(/C=C/C(=O)NCc2ccc(Cl)cc2Cl)cc1	-19.0
COc1ccc(OCC(=O)NNC(=O)c2ccccc2C)cc1	-13.6
Cc1oc(C(=O)O)cc1CSCc1ccoc1C(=O)O	-9.3
O=C(N/N=C/c1cccc(Br)c1)c1ccc(N2CCCC2=O)cc1	3.8
OC(COCC1CC=CCC1)Cn1c2ccccc2c2ccccc21 (centres undefined)	-7.8

Additional structures:
Molecule	VHR inh color
COC(=O)c1ccc(-n2ncnc2-c2cccc(Br)c2)cc1	-11.1
O=c1c2ccccc2nc(-c2cccs2)n1-c1ccc(Br)cc1	-48.1
C/C(=N\NC(N)=S)C1=CC(C)(C)CCC1	38.7
O=C(c1ccc([N+](=O)[O-])cc1)N1CCN(Cc2ccc(F)cc2)CC1	3.2
Cc1ccc(-c2cc(C(=O)O)c3ccccc3n2)c(C)c1	-1.1
CCC(=O)NC(Nc1cc(C)on1)(C(F)(F)F)C(F)(F)F	-11.7
O=C(O)c1ccc(NC2=C(N3CCCCC3)C(=O)c3ccccc3C2=O)cc1	7.5
Cc1ccc(C(=O)Nc2nc(-c3ccccc3)cs2)cc1[N+](=O)[O-]	-7.7
COc1ccc(-c2nnc(NC(=O)c3ccc(F)cc3)s2)cc1OC	-34.9
CC(C)c1cccc(C(C)C)c1NC(=O)CN1C(=O)c2ccccc2C1=O	2.3

Later entries:
Molecule	VHR inh color
COc1ccc(C2C(C(=O)OC(C)C)=C(C)N=c3s/c(=C/c4c[nH]c5ccccc45)c(=O)n32)cc1 (centres undefined)	-26.7
O=C(COc1ccc2ccccc2c1)Nc1cc(Cl)ccc1Cl	-1.8
Nc1ccc(-c2cc(-c3ccc(N)cc3)nc(-c3ccc(N)cc3)n2)cc1	2.9
COc1ccccc1C(=O)NNC(=O)C(c1ccccc1)c1ccccc1	-58.2
COc1ccc(Br)cc1C(=O)Nc1cccc2nsnc12	-20.9
O=C(Nc1ccc(N2CCCCC2)c(Cl)c1)c1sc2ccccc2c1Cl	5.7
CC1CCN(C(=S)Nc2ccccc2)CC1	-4.7
Cc1ncc(C23CC4CC(CC(C4)C2)C3)[nH]1	-46.9
CCOC(=O)c1sc(NC(=O)c2cc3n(n2)C(C(F)(F)F)CC(c2ccc4c(c2)OCO4)N3)c(C(=O)OCC)c1C (centres undefined)	-7.1
CCOc1ccc(C(=O)Nc2cccc3nsnc23)cc1Br	-15.8

Next entries:
Molecule	VHR inh color
COc1ccc(OCCOCCN2CCC(C)CC2)cc1	-5.6
O=C(N/N=C\c1ccc(Cl)cc1Cl)c1cncc(Br)c1	-4.3
O=C(CCC(=O)Nc1ccccc1)N/N=C/c1ccncc1	-8.9
CC1CCCN(C(=O)Cc2ccc(Br)cc2)C1 (centres undefined)	-14.4
COc1cccc2sc(NC(=O)c3ccc(C)cc3)nc12	3.3
NC(=O)c1ccccc1NC(=O)c1cccc(I)c1	-5.6
CC(C)OC(=O)C1C(=O)CC(C)(O)C(C(=O)OC(C)C)C1c1ccc(Cl)cc1 (centres undefined)	5.5
COc1ccc(NC(=O)c2ccc(I)cc2)c(OC)c1	-8.7
COc1cc(/C=N\NC(=O)c2ccc(Br)cc2)cc(I)c1O	-9.4
Cc1ccc(Br)cc1S(=O)(=O)N1CCN(C(c2ccccc2)c2ccccc2)CC1	2.0

Continuation.
Molecule	VHR inh color
O=C1S/C(=C\c2cccc(Cl)c2Cl)C(=O)N1c1ccccc1	15.2
CCOC(=O)c1c(NC(=S)Nc2ccc(C)cc2)sc2c1CCN(Cc1ccccc1)C2	68.5*
CCC(=O)Oc1ccc2ccc(=O)oc2c1	-14.8
Cc1ccc(Sc2ccc(C=C3C(=O)N(C)C(=O)N(C)C3=O)o2)cc1	-5.1
Cc1ccc(S(=O)(=O)N(CCc2ccccc2)CC(=O)NCc2ccco2)cc1	-1.8
CCOC(=O)CNC(=O)CCCOc1ccc(Cl)cc1Cl	-11.1
CC(=O)C1=C(O)C(=O)N(CCN(C)C)C1c1cccc(F)c1 (centres undefined)	-13.7
C/C(=N\N1CCN(Cc2ccc(Cl)cc2)CC1)c1ccc(O)cc1	-2.1
C/C(=N\N=C1\NC(=O)C(CC(=O)Nc2cc(Cl)ccc2Cl)S1)C(C)C (centres undefined)	6.3
Cc1cc(Br)ccc1NC(=O)c1ccc(NC(=O)C(C)(C)C)cc1	-1.1

Single values from the list:
CC(=O)C1=C(O)C(=O)N(CCN(C)C)C1c1cccc(F)c1 (centres undefined) – VHR inh color: -13.7
CCOC(=O)C1=C(C)N=C2SCC(=O)N2C1c1ccc(F)cc1 (centres undefined) – VHR inh color: -26.9
CCC(=O)Oc1ccc2ccc(=O)oc2c1 – VHR inh color: -14.8
CC1CCN(C(=S)Nc2ccccc2)CC1 – VHR inh color: -4.7
COc1ccc(Br)cc1C(=O)Nc1cccc2nsnc12 – VHR inh color: -20.9

Next section
Molecule	VHR inh color
O=c1c(C(c2ccccc2)c2ccccc2)c(O)nc2n1CCCS2	-9.2
NCCNc1ccc(C(F)(F)F)cc1[N+](=O)[O-]	-30.7
N/C(=N\c1nc2ccccc2s1)NC(=O)c1ccccc1	-90.5
O=C(Nc1ccc(Cl)cn1)c1cc2ccccc2o1	-1.6
COc1ccc(NC(=O)c2ccc(OC)c(OC)c2)cc1OC	-26.8
COC(=O)C1=C(C)NC2=C(C(=O)CC(c3ccccc3)C2)C1c1ccc(Cl)cc1 (centres undefined)	-12.2
CC(C)Oc1ccccc1NC(=O)CSc1nnc(-c2cccc(F)c2)n1-c1ccccc1	16.3
COc1cc(/C=C2/SC(=Nc3ccccc3Cl)NC2=O)ccc1OC(=O)c1ccccc1	-7.8
CC(C)(C)N1C(=O)c2ccc(C(=O)Nc3cccc(C(=O)O)c3)cc2C1=O	-10.7
O=C1/C(=c2\sc3nc4ccccc4n3c2=O)c2ccccc2N1Cc1ccccc1	-18.2

The list continues:
Molecule	VHR inh color
Clc1ccc(CCN(Cc2ccco2)Cc2ccco2)c(Cl)c1	0.9
O=C(N/C(=C\c1cccnc1)C(=O)N1CCOCC1)c1cccc(Br)c1	10.9
COc1ccc(OC)c(C2C(C(=O)/C=C/c3ccccc3)=C(O)C(=O)N2CCCCCC(=O)O)c1 (centres undefined)	-11.7
COc1cc(C(=O)N2c3ccc(C)cc3-c3c(ssc3=S)C2(C)C)cc(OC)c1OC	8.5
c1ccc(Oc2cccc(CSc3nnnn3-c3ccccc3)c2)cc1	1.3
CCOC(=O)c1cccc(-c2ccc(/C=C3\Sc4ccccc4C3=O)o2)c1	-10.5
O=C(CSc1nc2ccccc2s1)OCc1ccc([N+](=O)[O-])cc1	-19.4
CCCN1C(=O)c2ccccc2NC1c1ccc(OC)c(CSc2ccccn2)c1 (centres undefined)	-30.9
CCc1ccc(N2C(=O)NC(=O)/C(=C\c3ccc(Oc4ccc([N+](=O)[O-])cn4)cc3)C2=O)cc1	13.3
CC1(C)CC(=O)C2=C(C1)c1c(ccc3ccccc13)NC2c1cc2c(cc1Cl)OCO2 (centres undefined)	-13.7

Next section.
Molecule	VHR inh color
CC(=O)Nc1ccc(C(=O)NCc2ccccn2)cc1	23.4
Cc1nnc(Nc2cccc(O)c2)c2ccccc12	-4.4
Cc1ccc(OCC(=O)NC(C)c2ccccc2)cc1C (centres undefined)	-6.9
Cc1ccc(/C(O)=C(\C#N)c2nc3ccccc3[nH]2)cc1	5.7
CC(C)c1ccc(C2/C(=C(\O)c3ccccc3)C(=O)C(=O)N2CCN(C)C)cc1 (centres undefined)	4.4
Cn1ccnc1SCC(=O)Nc1cccc(C(F)(F)F)c1	-0.8
O=S(=O)(/N=C/c1ccc(Br)cc1)c1cccs1	-28.3
COc1ccc(N2C(=O)C3C4C=CC(C4)C3C2=O)cc1 (centres undefined)	-14.0
CC(C)(C)N1C(=O)c2ccc(C(=O)Nc3cccc(I)c3)cc2C1=O	-2.4
COc1ccc(CN(CCC(c2ccc(OC)cc2)C2CCOC(C)(C)C2)C(C)=O)cc1 (centres undefined)	-8.3

(continued)
Molecule	VHR inh color
O=[N+]([O-])c1ccc(Cl)cc1NCCc1ccccc1	-11.5
OCCNCCCCOc1ccccc1Cl	-38.0
CCC(=O)Oc1cc2c(C(=O)OC)c(C)oc2cc1Br	-0.4
Cc1ccc(-n2[nH]c(C)c(C3SCc4cc(C)c(C)cc4CS3)c2=O)cc1	-1.2
c1ccc(CNc2ccccn2)cc1	-25.4
COc1ccccc1CNCCc1ccc(Cl)cc1	7.1
CS(=O)(=O)N1CCN(C(=O)c2ccc(F)cc2)CC1	-7.5
CCCCN(CCCC)S(=O)(=O)c1ccc(C)cc1	15.7
O=C(Nc1ncc(Cc2ccc(F)cc2)s1)C1CCCCC1	-19.0
Cc1cc(=O)oc2cc(OC(=O)Cc3ccccc3)ccc12	-40.8

Overlap with the part before: 4 entries; new compounds follow.
Molecule	VHR inh color
CS(=O)(=O)N1CCN(C(=O)c2ccc(F)cc2)CC1	-7.5
CCCCN(CCCC)S(=O)(=O)c1ccc(C)cc1	15.7
O=C(Nc1ncc(Cc2ccc(F)cc2)s1)C1CCCCC1	-19.0
Cc1cc(=O)oc2cc(OC(=O)Cc3ccccc3)ccc12	-40.8
Cc1ccc2nc(-c3ccc(NC(=O)c4ccc(S(=O)(=O)N5CCCC5)cc4)cc3)sc2c1	-4.2
COc1ccc(C2=C/C(=C\c3ccccc3[N+](=O)[O-])C(=O)O2)cc1	-9.8
CCOc1c(/C=C(\C#N)C(N)=O)c2ccccc2n1-c1c(Cl)cccc1Cl	-5.0
O=C1OC(c2ccccc2F)=N/C1=C\c1ccc(Br)cc1	-6.8
CCN(CC)CCN1C(=O)c2ccccc2NC1c1cccc(F)c1 (centres undefined)	-8.0
CCOC(=O)c1c(Nc2ccc(C)cc2)csc1C	-5.8
CCOC(=O)C1=C(c2ccccc2)N=c2s/c(=C\c3ccc(O)cc3)c(=O)n2C1c1cccs1 (centres undefined)	8.4
C/C(=N\Nc1nnc2c(n1)[nH]c1ccccc12)c1cccs1	-12.8
C/C(NCCc1ccccc1)=C(/C#N)C(N)=O	8.9
COc1cccc(C2=NN(C(=O)c3cccc(Br)c3)C(O)(C(F)(F)F)C2)c1 (centres undefined)	7.2

Further records.
Molecule	VHR inh color
CCOC(=O)c1ccc(-c2ccc(/C=C3/SC(=S)N(CC)C3=O)o2)cc1	13.0
Cc1cccc(OC(=O)C#Cc2ccccc2)c1	1.8
O=C1C(Cl)=C(Nc2ccc(Nc3ccccc3)cc2)C(=O)c2ccccc21	-2.2
COc1ccccc1CNCc1cccc([N+](=O)[O-])c1	5.0
COC(=O)c1ccccc1N(Cc1ccc(Cl)cc1)S(=O)(=O)c1ccc(C)cc1	-8.4
Nc1ccc(C(=O)Nc2ccc(N)cc2NC(=O)c2ccc(N)cc2)cc1	-3.8
CCOc1ccccc1C1Nc2ccccc2NC2=C1C(=O)CC(C)(C)C2 (centres undefined)	0.1
O=C(CCNC(=O)/C(=C\c1ccco1)NC(=O)c1ccco1)OCc1ccccc1	10.8
CC(C)COc1cccc(-c2cc(C(=O)O)c3ccccc3n2)c1	-9.6
COCCNC(=O)c1nn2c(c1Cl)NC(c1ccc(Br)cc1)CC2C(F)(F)F (centres undefined)	4.9

The list continues:
Molecule	VHR inh color
COc1ccc(NC(=S)NCc2ccc(Cl)cc2)cc1	-10.8
O=C1N=c2ccccc2=C1c1sc(=S)n(-c2ccc(C(=O)O)cc2)c1O	-13.4
CCn1c2ccccc2c2cc(CNCCc3ccc(OC)c(OC)c3)ccc21	20.3
CC(=O)C(Sc1ccccc1[N+](=O)[O-])C(C)=O	-11.3
COc1cc(NC(=O)c2cccc(C)c2)c(C(=O)O)cc1OC	5.2
O=C(/C=C/c1ccccc1)Nc1ccc(I)cc1Cl	1.6
CCN(CC)CCSc1nc(O)c(C2CCCCC2)c(=O)[nH]1	4.1
CC1=C(C(=O)OC2CCCC2C)C(c2ccc(Br)cc2)NC(=O)N1 (centres undefined)	-14.2
O=C(Nc1cccc(F)c1)c1cc2ccccc2oc1=O	-12.1
COc1cccc(C(=O)N2c3ccccc3Sc3ccccc32)c1	-2.5
CC(C)(C)NC(=O)Nc1ccc2nccnc2c1	-5.8
